Assay outcomes as filed in PubChem.
Growth percent in the NCI-60 one-dose screen (48 h, 10 µM unless noted): 100 = growth as untreated, 0 = no growth, -100 = all killed.
SNB-19 – SNB-19 CNS cancer cells; 81,000 tested, 2.5% active
SW-620 – SW-620 colon cancer | AID 1794795 | 82,000 tested, 5.2% active
SF-295 – SF-295 CNS cancer cells. 79,000 tested, 5.6% active
KM12 – KM12 colon cancer cells. AID 1794800. 82,000 tested, 5% active
SF-268 – SF-268 CNS cancer cells | 82,000 tested, 3.1% active | AID 1794759
SNB-75 – SNB-75 CNS cancer; 79,000 tested, 5% active
SF-539 – SF-539 CNS cancer | 81,000 tested, 6.8% active | AID 1794752
HCC-2998 – HCC-2998 colon cancer; 79,000 tested, 4.7% active; AID 1794799
HT29 – HT29 colon cancer; 81,000 tested, 7.4% active
Active calls of the source: *. The calls were made as follows: active = growth percent below 10; inactive = the rest. An excerpt; rates above refer to the full screens.

SMILES	SNB-19	SW-620	SF-295	KM12	SF-268	SNB-75	SF-539	HCC-2998	HT29
CCC1C(=O)OCC1Cc1cncn1C (centres undefined)	108.1	102.1	97.2	98.1	103.2	96.6	106.2	100.0	96.1
